Screens (PubChem BioAssay)
GDH-TPI counter: counter-screen for M. tuberculosis FBA inhibitors: GDH-TPI coupled enzymes | inhibition, % at 4.8 µM | GDH-TPI coupled enzyme counterscreen, NADH absorbance | actives 1.2% (n = 360,000) | AID 588335;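 note: 0% = DMSO wells and 100% = wells lacking the enzyme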
Mtb FBA inh: inhibits M. tuberculosis FBA enzyme; purified M. tuberculosis FBA, fluorescence read-out; inhibition, % at 1 µM; actives 2.3% (n = 360,000); in the data active = inhibition above about 27%;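 note: 0% = vehicle and 100% = reference inhibitor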
Target sequence (P9WQA3 whole entry, looked up): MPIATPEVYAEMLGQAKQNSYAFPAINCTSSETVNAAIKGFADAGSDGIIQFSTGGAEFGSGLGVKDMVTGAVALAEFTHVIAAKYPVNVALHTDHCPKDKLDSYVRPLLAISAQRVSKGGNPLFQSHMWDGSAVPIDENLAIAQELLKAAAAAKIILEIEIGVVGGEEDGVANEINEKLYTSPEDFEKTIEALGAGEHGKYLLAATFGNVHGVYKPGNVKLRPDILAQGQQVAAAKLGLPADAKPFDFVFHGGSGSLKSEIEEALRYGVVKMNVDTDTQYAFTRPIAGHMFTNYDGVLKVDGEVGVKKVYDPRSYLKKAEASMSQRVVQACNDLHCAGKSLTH
PrPC TRFRET: cell surface PrPC inhibition, primary TR-FRET screen. TR-FRET read-out. inhibition, % at 13.8 µM. actives 0.43% (n = 370,000); in the data active = inhibition above about 24%; note: 0% = median of the test wells and 100% = reference compound wells
FadD28 FP inh: inhibitors of Mycobacterium tuberculosis FadD28 bisubstrate binding; FadD28 bisubstrate probe binding, fluorescence polarization; inhibition, % at 12.5 µM; actives 0.22% (n = 360,000); in the data active = inhibition above about 8.5%, passing the limit was not always enough; inconclusive = no clear call, values can overlap the other calls
CCHFV vOTU inh: CCHFV vOTU protease inhibition | inhibition, % at 11.5 µM | Pep-AMC fluorescence | actives 0.55% (n = 370,000); note: 0% = vehicle wells with enzyme and 100% = no enzyme wells
BoNT F protease: inhibitors of Botulinum neurotoxin F light chain protease; Multiplex microsphere protease cleavage assay, flow cytometry; actives 0.22% (n = 360,000); inhibition, % at 10 µM; in the data active = inhibition above about 35%, passing the limit was not always enough; inconclusive = no clear call, values can overlap the other calls; note: plate controls were buffer without enzyme for full effect and enzyme alone for no effect
Mtb UGM inh: blocks M. tuberculosis UGM enzyme; P9WIQ1; purified UGM, fluorescence polarization probe displacement; inhibition, % at 10 µM; actives 0.06% (n = 320,000); AID 504406; in the data active = inhibition above about 10%, passing the limit was not always enough; inconclusive = no clear call, values can overlap the other calls
Target sequence (P9WIQ1 whole entry, looked up): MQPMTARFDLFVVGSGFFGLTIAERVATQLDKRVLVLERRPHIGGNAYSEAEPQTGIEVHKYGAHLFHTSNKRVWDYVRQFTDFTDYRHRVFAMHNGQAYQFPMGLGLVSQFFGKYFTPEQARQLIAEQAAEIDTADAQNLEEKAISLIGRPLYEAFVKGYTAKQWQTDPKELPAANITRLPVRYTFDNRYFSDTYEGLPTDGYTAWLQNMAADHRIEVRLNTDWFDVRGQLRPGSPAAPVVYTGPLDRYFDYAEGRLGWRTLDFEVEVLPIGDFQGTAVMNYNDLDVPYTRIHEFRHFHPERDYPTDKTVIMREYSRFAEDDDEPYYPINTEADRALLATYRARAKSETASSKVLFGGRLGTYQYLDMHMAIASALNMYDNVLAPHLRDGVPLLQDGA
BoNT-A LC inh2: inhibitors of Botulinum neurotoxin A light chain protease. multiplex microsphere protease substrate cleavage, flow cytometry. inhibition, % at 10 µM. actives 0.17% (n = 360,000); in the data active = inhibition above about 30%; inconclusive = no clear call, values can overlap the other calls; note: plate controls were buffer without enzyme for full effect and enzyme alone for no effect
BioA inh: inhibitors of Mycobacterium tuberculosis BioA enzyme. purified M. tuberculosis BioA enzyme, plate reader. inhibition, % at 9.99 µM. actives 0.096% (n = 360,000); in the data active = inhibition above about 40%; inconclusive = no clear call, values can overlap the other calls
Starred values were filed as active, the others as inactive; ? = inconclusive; . = no result given; & = joins results of further samples. Cut-off read from the data, not from the text of the source, unless noted: active = inhibition above about 30%; inactive = the rest.

SMILES	GDH-TPI counter	Mtb FBA inh	PrPC TRFRET	FadD28 FP inh	CCHFV vOTU inh	BoNT F protease	Mtb UGM inh	BoNT-A LC inh2	BioA inh
O=C(c1ccccc1-c1ccccc1)N1CCOCC1	-4	3	7	-1.8	-4	7	2.8	0.1	0.8
COC(=O)CC(c1ccccc1F)N1Cc2ccccc2C1=O (configuration not stated)	11	1	6	-0.9	2	11	2.3	-2.6	0.9
NC(=O)c1ccc(NC(=O)Nc2ccc3c(c2)OCO3)cc1	2	-1	6	-0.2	-6	-16	-3.6	-0.7	0.1
COc1cccc(C=NCCNC(=O)c2nonc2N)c1O	6	4	-8	-1.1	-3	8	-1.0	1.1	-0.2
Cc1ccc(S(=O)(=O)N2C[C@]3(O)C[C@@H]4C(=O)N(c5ccccc5)C(=O)[C@@H]4C[C@]3(OC(=O)NC3CC3)C2)cc1	-3	0	4	-2.1	12	-5	.	-0.8	0.0
O=C(COC(=O)c1cc(Br)ccc1O)NC1CCCCCC1	-6	2	-3	-3.1	13	-8	-1.1	-1.0	0.3
COc1ccc(/C=C/C(=O)O/N=C(\N)c2ccccc2)cc1OC	40*	6	-6	-5.0	6	-7	0.3	-0.8	5.3
Cc1cc(NC(=O)c2ccccc2)no1	-11	0	-3	2.2	10	6	-2.3	-1.8	0.7
C[C@@H]1CN([C@H](C)CO)C(=O)c2c(c3ccccc3n2C)-c2ccccc2CO[C@@H]1CN(C)S(=O)(=O)c1cccs1	0	0	-5	-1.2	4	-7	.	-0.3	1.2
COc1ccc2c(c1OC)C(=O)NC(C)=C(C(=O)OC(C)(C)C)C2O (configuration not stated)	27	-1	-1	-0.2	-11	4	1.3	1.5	1.0
O=C(CSc1n[nH]c(=O)n1-c1cccnc1)N1CCOCC1	5	1	0	-0.7	-9	.	1.5	.	-0.1
CCCCOc1ccc(NC(=O)C2OC3OC(C)(C)OC3C3OC(C)(C)OC23)cc1 (configuration not stated)	2	0	7	-1.4	2	6	-1.2	-0.1	.
CCN(CC)C(=O)NC(c1ccc(C)c(F)c1)C(Cl)(Cl)Cl (configuration not stated)	-2	0	17	0.4	-4	-6	1.6	-0.5	.
CCOC(=O)c1ccc(NC(=O)c2nc(SC)ncc2Cl)cc1	4	-1	-10	-0.4	0	6	-0.3	-1.8	.
COc1ccc(CCN2C(=S)N(C)C(=O)C2CC(=O)Nc2ccc(F)cc2)cc1 (configuration not stated)	4	0	-3	-2.0	-2	.	0.3	.	6.1
COc1ccc(CNC(=O)[C@H](C)NC(=O)C2CCN(C(=O)[C@H](CCSC)NC(=O)OC(C)(C)C)CC2)cc1	-3	3	3	-0.9	-1	-3	-1.1	-0.4	-0.1
COc1ccc(C2C(C(=O)N3CCOCC3)=C(C)NC3=C2C(=O)CC(C)(C)C3)cc1O (configuration not stated)	13	2	3	-0.6	-4	-4	-2.2	-1.0	.
O=C(OCC(=O)N1CCc2ccccc21)c1cc(S(=O)(=O)N2CCOCC2)ccc1F	8	6	-5	-1.5	5	-3	.	1.3	.
COc1ccccc1Cn1cccc1C=O	0	1	7	-3.4	-3	-2	3.6	0.8	-0.4
Oc1ccccc1CNc1ccc(OC(F)(F)F)cc1	-7	0	10	-1.9	5	-5	1.5	-0.8	.
COc1ccc(-c2ccccc2)cc1NC(=O)C1(C)CCN1C(=O)C(C)C (configuration not stated)	-6	-1	-4	-5.3	2	-2	.	-0.1	-0.7
COc1cccc(NC(=O)CSc2nnc(Cc3ccc(C)cc3)c(=O)n2N)c1	-7	-2	3	0.1	-2	9	-0.3	4.0	.
COc1cccc(/C=C2\N=C(c3c(-c4ccccc4)noc3C)OC2=O)c1OC	5	0	3	-4.0	10	-2	2.2	-0.2	-1.0
CCN(C[C@H]1N[C@@](C)(C(=O)OC)[C@H]2C(=O)N(C)C(=O)[C@@H]12)C(=O)Nc1ccccc1	3	-1	-10	-2.0	-1	-5	0.4	-0.3	-1.1
CC(C)COc1ccc(C(=O)Nc2scc(-c3ccc(Cl)cc3Cl)c2C(N)=O)cc1	-4	-7	-3	-4.5	2	-4	1.2	-0.9	.

Additional records.
SMILES	GDH-TPI counter	Mtb FBA inh	PrPC TRFRET	FadD28 FP inh	CCHFV vOTU inh	BoNT F protease	Mtb UGM inh	BoNT-A LC inh2	BioA inh
Cn1ccc2c(-c3cncc4ccccc34)cc3c(c21)C1CCC3O1 (configuration not stated)	.	7	-5	-2.4	13	-14	.	-1.0	-0.8
CCOc1cccc(C(=O)Nc2cccc(NC(=O)c3ccco3)c2)c1	1	3	-1	-4.3	5	-6	-3.2	-0.9	-0.8
C=CCn1c(SCc2cc(=O)n3cc(C)ccc3n2)nnc1-c1cccc(C)c1	9	0	-12	-1.2	-2	-1	0.2	0.3	.
O=C(N/C(=C/c1ccco1)C(=O)N1CCOCC1)c1ccccc1Br	6	2	-9	-1.1	4	-4	-0.5	-0.5	1.3
Cc1ccc(S(=O)(=O)N2C(=O)CCC2C(=O)N2CCN(C)CC2)cc1 (configuration not stated)	9	0	-6	-0.3	7	3	1.9	0.7	0.8
CCn1cc(CNC(=S)Nc2cccc(Cl)c2C)cn1	3	2	-6	-1.3	1	0	2.1	-1.2	0.6
CSc1cccc(NC(=S)N(C(C)C)C(C)c2ccccn2)c1 (configuration not stated)	0	1	11	-2.0	-5	-9	-0.7	-0.6	.
CC1=C(C(N)=O)C(c2ccc(Cl)cc2)NC(=O)N1 (configuration not stated)	3	0	-5	-3.8	1	7	-2.4	0.4	0.5
COc1ccc(CNc2ccc([N+](=O)[O-])cn2)cc1	21	4	-14	4.0	9	-4	0.1	0.3	4.0
COc1ccc(-c2cnn3cc(-c4cccc(Cl)c4)cnc23)cc1	-11	-1	4	-4.0	-11	-3	0.0	-2.7	-0.7
COc1ccccc1NC(=O)N(C)C[C@@H]1OCc2cn(nn2)CCCC(=O)N([C@H](C)CO)C[C@H]1C	3	-2	-5	-3.7	0	-2	.	0.2	0.9&-2.9
COc1cc2c(cc1OC)C(C)N(C(=O)[C@@H](NC(=O)c1ccccc1)C(C)C)CC2 (some centres not stated)	4	2	0	0.2	-9	16	5.4	4.3	2.3
CC(C)CCn1c(CN2CCN(Cc3ccccc3)CC2)nc2c1c(=O)n(C)c(=O)n2C	0	2	-8	-3.7	14	-1	-2.0	?	4.3
CN(c1ccc(OCC(=O)OCC(=O)NC2CCCC2)cc1)S(=O)(=O)c1ccc2ccccc2c1	0	-3	-3	-4.5	-4	0	1.6	0.0	.
COC(=O)C(C(=O)OC)c1ncccc1[N+](=O)[O-]	10	0	-5	-0.4	-12	?	-0.2	-0.9	0.0
CN(C)CCNc1oc(/C=C/c2ccccc2)nc1C#N	10	135*	-11	0.1	-202	-4	1.0	0.5	-1.0
Cc1cc(C)c(OCCCCNCc2ccccc2)c(Cl)c1	-4	-2	0	-7.8	2	-21	-0.3	?	1.0
CSc1ccccc1NC(=O)CN(C)C(=O)CNc1ccc(C(F)(F)F)cc1[N+](=O)[O-]	2	-1	-6	0.5	-5	5	1.0	3.2	-0.8
O=C(CN1CCCCC1)Nc1nc(-c2ccc(F)c(F)c2)cs1	-3	-1	5	0.3	9	-14	-1.6	-5.9	-1.4
CCO[C@@H]1OC(C(=O)NCc2nc3ccccc3[nH]2)=C[C@H](c2ccccc2)[C@H]1CCCO	12	5	3	-2.8	-3	-2	0.4	-0.1	-0.2
COCCNC(=O)c1ccc(CS(=O)(=O)c2cccc(C(F)(F)F)c2)o1	4	3	5	0.8	-6	-3	-2.9	-4.8	-0.6
CCN1C(=O)[C@H]2[C@@H](c3ccc(-c4ccc(OC)cc4)c(OC)c3)N[C@@](C)(C(=O)OC)[C@H]2C1=O	1	35*	-5	-0.3	-20	-7	-3.1	-0.1	1.2
[O-][n+]1c2c(nn1-c1ccccc1)/C(=N/O)CCC2	8	1	-4	-0.1	-4	6	-2.1	0.3	.
CCOc1cc2c(cc1OCC)-n1cccc1C(c1ccc(OC(F)F)cc1)NC2 (configuration not stated)	-4	3	-2	.	-5	-37	1.9	-3.5	6.6
CCOC(=O)C(CC(=O)O)=C(c1ccccc1)c1ccccc1	-8	1	-5	-3.2	-11	21	2.0	-3.0	0.4

(listing goes on)
SMILES	GDH-TPI counter	Mtb FBA inh	PrPC TRFRET	FadD28 FP inh	CCHFV vOTU inh	BoNT F protease	Mtb UGM inh	BoNT-A LC inh2	BioA inh
COc1cccc2cc(-c3nnc(SCC(=O)Nc4nc(C)cs4)n3C)oc12	8	2	5	0.4	-16	-3	1.2	-0.2	-0.4
Cn1c(O)c(C=Nc2ccc(Br)cc2)sc1=O	23	-1	-3	-1.7	8	-6	0.7	-0.6	.
CCN(/N=C/c1cccs1)c1cc(=O)n(C)c(=O)[nH]1	43*	5	4	-1.1	24	15	0.4	-0.9	0.0
C[C@H]1CN(Cc2ccccc2)C(=O)[C@@H]1CC(=O)NCc1ccccc1	-5	-2	-2	-3.2	4	2	0.9	0.2	2.4
O=C(Nc1ccc(Cl)cn1)c1ccc2[nH]c(=O)c(=O)[nH]c2c1	6	-8	3	-3.3	9	-4	2.0	0.5	-0.6
CCCc1nc2n[nH]c(N)c2c2c1COC(C)(C)C2	9	-2	-2	-0.2	-5	2	1.3	2.5	.
COc1ccc(CCNC(=O)CN2C(=O)NC3(CCc4ccccc43)C2=O)cc1 (configuration not stated)	7	7	-3	-1.2	-7	-2	-0.8	0.1	-8.4
CC(=O)Nc1ccc(S(=O)(=O)Oc2ccc(C=O)cc2)cc1	4	1	2	-2.9	-16	5	3.1	0.2	8.0
COc1ccccc1CCNC(=O)CCCn1nc(C)c2c(C)n(-c3ccc(C)cc3)nc2c1=O	5	1	5	0.3	8	-1	-1.5	-0.2	1.0
COCCNC(=O)CN1C(=O)NC2(CCCc3cc(OC)ccc32)C1=O (configuration not stated)	1	-2	8	-1.5	-2	-10	-0.9	-2.4	.
CC1(CCc2ccccc2)NC(=S)N(c2ccc(Cl)cc2)N1 (configuration not stated)	4	1	1	-2.0	5	2	-1.4	-0.6	.
Cn1c(=O)c2[nH]c(SCC(=O)c3ccc(F)cc3)nc2n(C)c1=O	-3	0	3	-0.3	-14	16	-0.9	1.7	.
NC(=O)NOCc1ccccc1	2	0	7	-0.7	-1	5	0.9	0.1	.
O=C(Cc1ccccc1)Nc1ccnn1C1CCN(Cc2ccc(CO)o2)CC1	-3	-4	-3	-5.5	2	2	-1.7	1.0	-0.6
COc1cccc(C(=O)C2CCCN(Cc3ccc(OC)c(Cn4cncn4)c3)C2)c1 (configuration not stated)	5	-1	2	-1.0	5	-8	0.3	-1.1	1.0
CCOC(=O)c1c(C)[nH]c(C)c1-c1ccccc1OC	0	1	-1	-0.1	3	-9	-1.2	-0.6	3.1
COc1ccc(-c2csc(NC(=O)CN3C(=O)C4CCCCC4C3=O)n2)c(OC)c1 (configuration not stated)	1	3	-5	-1.6	9	-4	4.3	-1.4	0.3
COC(=O)c1c(NC(=O)CSc2nnc3ccccn23)sc2c1CCC2	8	1	5	-1.7	-13	8	-3.1	-0.1	-0.8
COc1ccc(NC(=O)[C@H](CCS(C)(=O)=O)N2Cc3ccccc3C2=O)c(OC)c1	7	2	1	-0.6	1	-6	-1.5	0.1	-0.7
C[C@@H]1C(c2ccc(F)cc2)=NN(c2ccc(Br)cc2)[C@H]1C(=O)N1CCOC1=O	14	20	-12	-5.2	15	-3	.	-0.2	-0.4

In a second layout: 5 of the compounds above
molecule | GDH-TPI counter | Mtb FBA inh | PrPC TRFRET | FadD28 FP inh | CCHFV vOTU inh | BoNT F protease | Mtb UGM inh | BoNT-A LC inh2 | BioA inh
COc1ccc(-c2cnn3cc(-c4cccc(Cl)c4)cnc23)cc1 | -11 | -1 | 4 | -4.0 | -11 | -3 | 0.0 | -2.7 | -0.7
COc1ccccc1NC(=O)N(C)C[C@@H]1OCc2cn(nn2)CCCC(=O)N([C@H](C)CO)C[C@H]1C | 3 | -2 | -5 | -3.7 | 0 | -2 | . | 0.2 | 0.9&-2.9
COc1cc2c(cc1OC)C(C)N(C(=O)[C@@H](NC(=O)c1ccccc1)C(C)C)CC2 (some centres not stated) | 4 | 2 | 0 | 0.2 | -9 | 16 | 5.4 | 4.3 | 2.3
CC(C)CCn1c(CN2CCN(Cc3ccccc3)CC2)nc2c1c(=O)n(C)c(=O)n2C | 0 | 2 | -8 | -3.7 | 14 | -1 | -2.0 | ? | 4.3
CN(c1ccc(OCC(=O)OCC(=O)NC2CCCC2)cc1)S(=O)(=O)c1ccc2ccccc2c1 | 0 | -3 | -3 | -4.5 | -4 | 0 | 1.6 | 0.0 | .
